Screens as filed in PubChem.
NTR1 agonist = NTR1-driven beta-arrestin-GFP spot formation – imaging, U2OS cells, high content, primary screen (AID 493036) | agonist mode | actives 0.17% (n = 330,000) | activation, % at 20 µM | P30989;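 active = activation at or above 40% of the spot to cytoplasm intensity ratio, with at least 20 cells analyzed; inconclusive = wells under 20 cells, flagged as cytotoxic or low count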;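 also: 0% = DMSO without peptide and 100% = 100 nM NTR1 peptide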
Target sequence (P30989 whole entry, looked up): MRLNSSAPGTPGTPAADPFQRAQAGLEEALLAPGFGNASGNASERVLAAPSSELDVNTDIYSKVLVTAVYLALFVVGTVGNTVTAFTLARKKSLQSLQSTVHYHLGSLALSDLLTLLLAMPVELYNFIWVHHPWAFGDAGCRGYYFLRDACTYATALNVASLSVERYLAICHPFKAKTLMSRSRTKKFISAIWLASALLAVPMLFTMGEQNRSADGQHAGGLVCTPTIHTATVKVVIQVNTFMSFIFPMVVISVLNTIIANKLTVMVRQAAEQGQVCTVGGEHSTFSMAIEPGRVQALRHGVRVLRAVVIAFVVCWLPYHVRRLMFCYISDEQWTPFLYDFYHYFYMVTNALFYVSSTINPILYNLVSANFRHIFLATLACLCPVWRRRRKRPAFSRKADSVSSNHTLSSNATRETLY
LYP inhibition = PTPN22 lymphoid phosphatase activity blockers – biochemical, fluorescence intensity, uHTS (AID 1779); recombinant LYP phosphatase, fluorescence intensity; higher % means a stronger effect; inhibition, % at 11.5 µM; hits with a dose series show IC50 in µM; actives 0.054% (n = 290,000); in the data active = inhibition above about 50%;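 also: plate controls were vehicle with enzyme for no effect and no enzyme for full effect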
GPR35 arrestin U2OS = inhibition of zaprinast-stimulated GPR35 beta-arrestin translocation – imaging, U2OS, beta-arrestin-GFP, zaprinast agonist, primary screen (AID 2058) | U2OS GPR35 beta-arrestin-GFP translocation imaging, zaprinast antagonism; higher % means a stronger effect | inhibition, % at 10 µM; hits with a dose series show IC50 in µM | actives 0.052% (n = 290,000);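 active = inhibition of at least 50% with at least 30 cells and total cytoplasm GFP at most 10,000,000; inconclusive = under 30 cells or total GFP of 10,000,000 plus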
Autophagy mod = autophagy modulation, high-content screen | MEF GFP-LC3 puncta imaging; test concentration mostly 10 µM | calls only at 10 µM (by protocol) | actives 0.98% (n = 190,000) | AID 463193;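 active = percentage of spot-positive cells more than 3 SD above its plate mean, without a fluorescence outlier flag or 80% toxicity; inconclusive = no clear call, values can overlap the other calls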;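 also: spot-positive cell cutoff set from DMSO-treated cells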
AID2073 = disruptors of CaV2.2 binding to Mint1 – biochemical, HTRF (AID 2073); HTRF protein-protein interaction, Mint1-CaV2.2; higher % means a stronger effect; inhibition, % at 20 µM; hits with a dose series show IC50 in µM; actives 0.19% (n = 290,000); in the data active = inhibition mostly above about 51%, no sharp cut-off; inconclusive = no clear call, values can overlap the other calls; inactive = mostly below about 53%; also: some results filed as inactive read as strong as hits
UTI89 phage lysis = inhibition of K1F phage lysis, E. coli UTI89, bacterial capsule biogenesis inhibitors, alamar blue (AID 488966) | one-dose inhibition, % at 100 µM; IC50 in µM for titrated hits | actives 0.02% (n = 340,000) | E. coli UTI89 K1F phage lysis, alamar blue, 2 h; higher % means a stronger effect;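 active = phage lysis inhibition, versus mean bacterial control, above a set limit; inconclusive = no clear call, values can overlap the other calls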;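 also: capsule biogenesis inhibitors block K1F phage lysis so surviving cells raise fluorescence; higher fluorescence means more inhibition of phage lysis; actives were called in the ten point dose series up to 300 µM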
Dengue-2 NS5 capping = flavivirus cap methylation enzyme inhibition – biochemical, confirmation dose response, primary screen (AID 588689); inhibition, % at 25 µM, or IC50 in µM where a hit was titrated; Dengue-2 NS5 methyltransferase capping enzyme assay, biochemical; higher % means a stronger effect; actives 0.3% (n = 340,000); in the data active = a potency from the dose series; inconclusive = inhibition above about 29% without an active follow-up result
WT yeast gro inh = growth inhibition of WT yeast, mitochondrial fusion screen | actives 2.1% (n = 190,000) | inhibition, % at 10 µM | mitochondrial fusion phenotypic screen, WT strain; in the data active = inhibition above about 58%; tested in S. cerevisiae
RSV antiviral HEp-2 = inhibition of RSV-induced cytopathic effect – HEp-2 cells, primary 10 µM value included (AID 2391); HEp-2 cells, RSV-induced CPE inhibition; higher % means a stronger effect; CPE inhibition, % at 10 µM, or IC50 in µM where a hit was titrated; actives 0.13% (n = 310,000); in the data active = a potency from the dose series; inconclusive = CPE inhibition mostly from about 23% at the one dose, without a potency; inactive = the rest, 99 in 100 with CPE inhibition below about 21%; also: strong numbers were not always called active
WT yeast gro inh mutant strain = recorded beside WT yeast gro inh, whose call it bears; inhibition, %; mitochondrial fusion phenotypic screen, mutant strain inhibition
Autophagy mod cell loss 18 h = recorded beside Autophagy mod, whose call it bears; toxicity, %; measured here: cell loss, nuclei count;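 cell loss after 18 h compound exposure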
NTR1 agonist cell count 20 µM = further read-out of NTR1 agonist, marked with its call; cell count; measured here: cell count, cytotoxicity flag
Dengue-2 NS5 capping pilot replicate = second read-out of Dengue-2 NS5 capping, no call of its own (marks repeat the call); inhibition, %; measured here: pilot screen replicate inhibition
An asterisk follows results filed as active; i = inactive; ? = inconclusive; . = no result given; [ ] = dose if it differs, or a comment.

SMILES | NTR1 agonist | NTR1 agonist cell count 20 µM | LYP inhibition | GPR35 arrestin U2OS | Autophagy mod | Autophagy mod cell loss 18 h | AID2073 | UTI89 phage lysis | Dengue-2 NS5 capping | WT yeast gro inh | WT yeast gro inh mutant strain | RSV antiviral HEp-2 | others
CN(C)S(=O)(=O)c1ccc(C(=O)Nc2nnc(Cc3ccccc3)s2)cc1 | 0.7 | 40 | 9% | 3% | i | -13 | 23% | 0.2% | -5% | 12 | 14 | 1.6%
O=C(Nc1nnc(COc2ccc(Cl)cc2)s1)c1ccc([N+](=O)[O-])cc1 | -1.3 | 50 | 3% | 2% | i | -3 | 40% | 0.7% | -8% | 36 | 34 | 0.8%
Cc1cc(-c2ccc(C)c(S(=O)(=O)N3CCN(c4ccccn4)CC3)c2)on1 | 1.8 | 65 | -9% | -1% | . | . | 5% | 0.3% | -6% | . | . | 1.1%
Cc1ccc(S(=O)(=O)N(C(=O)c2ccncc2)c2ccc(OC(=O)c3ccncc3)c3ccccc23)c(C)c1 | -1.4 | 50 | 6% | -9% | i | 21 | -7% | 1.4% | ? | 19 | 12 | 2.6%
CC[C@@]12C(=O)N(c3ccccc3)C(=O)N1[C@H](c1cccc(C)c1)[C@@H]1C(=O)N(Cc3ccccc3)C(=O)[C@@H]12 | 1.0 | 61 | -11% | -5% | . | . | 9% | 1.4% | -4% | . | . | 2.3%
COc1ccccc1N1C(=O)C2CCC(c3ccccc3)CC2C1=O (centres undefined) | 0.2 | 43 | -5% | -1% | i | -19 | 22% | 0.3% | 1% | 10 | 0 | 0.9%
COC(=O)C1CCN(C(=O)c2ccccc2NC(C)=O)CC1 | 2.5 | 95 | -1% | -8% | i | 6 | -6% | 5.3% | -7% | 7 | 1 | -0.1%
Cc1nn(C)c(C)c1S(=O)(=O)N1CCCC(C(=O)NCCc2ccc(Cl)cc2)C1 (centres undefined) | -0.4 | 61 | 3% | 18% | i | -8 | -2% | -0.6% | -2% | -4 | 5 | 1.2%
COc1cc(NC(=O)N2CCOCC2)cc(OC)c1 | 0.0 | 46 | -9% | -21% | i | -8 | -4% | 1.5% | 1% | -31 | 0 | -0.5%
O=C(OCN1C(=O)c2ccccc2C1=O)c1ccccc1 | -0.7 | 88 | -5% | -5% | i | -12 | 8% | 0.1% | -2% | -8 | -10 | 2.5%
COc1ccc(C2C(C(=O)Nc3ccccc3OC)=C(C)Nc3nnnn32)c(OC)c1 (centres undefined) | -0.1 | 38 | -7% | 11% | i | 22 | -2% | 0.0% | -23% | -2 | -1 | 0.6%
COc1ccc(CCN=C(N)NS(=O)(=O)c2ccc(C)c(C)c2)cc1 | -2.5 | 84 | 2% | -4% | i | 4 | 16% | 0.1% | -2% | -12 | -16 | 0.1%
COc1ccc(Cl)cc1NC(=O)CN(C)C(=O)c1n[nH]c2ccccc12 | 0.5 | 67 | . | . | . | . | . | 2.1%[50 µM] | -4% | . | . | 18%
O=C(/C=C/NNC(=O)c1ccccc1)c1ccccc1 | -1.3 | 45 | -6% | -2% | i | -30 | 6% | -0.7% | -12% | 4 | 15 | 0.7%
COC(=O)c1ccc(OCC2c3cc(OC)c(OC)cc3CCN2C(C)=O)cc1 (centres undefined) | 1.9 | 57 | 0% | 11% | i | 7 | -7% | 0.2% | -5% | -18 | -18 | 1.5%

Overlap with the part before: three compounds, then new ones.
SMILES | NTR1 agonist | NTR1 agonist cell count 20 µM | LYP inhibition | GPR35 arrestin U2OS | Autophagy mod | Autophagy mod cell loss 18 h | AID2073 | UTI89 phage lysis | Dengue-2 NS5 capping | WT yeast gro inh | WT yeast gro inh mutant strain | RSV antiviral HEp-2 | others
COc1ccc(Cl)cc1NC(=O)CN(C)C(=O)c1n[nH]c2ccccc12 | 0.5 | 67 | . | . | . | . | . | 2.1%[50 µM] | -4% | . | . | 18%
O=C(/C=C/NNC(=O)c1ccccc1)c1ccccc1 | -1.3 | 45 | -6% | -2% | i | -30 | 6% | -0.7% | -12% | 4 | 15 | 0.7%
COC(=O)c1ccc(OCC2c3cc(OC)c(OC)cc3CCN2C(C)=O)cc1 (centres undefined) | 1.9 | 57 | 0% | 11% | i | 7 | -7% | 0.2% | -5% | -18 | -18 | 1.5%
CN(C)S(=O)(=O)c1ccc(Cl)c(NC(=O)COC(=O)[C@@H]2CCCN2C(=O)c2cccs2)c1 | 0.1 | 43 | -8% | -8% | i | 9 | 2% | 0.0% | -6% | -19 | -24 | -0.2%
COc1ccc(N(CC(=O)NCc2ccc(Cl)cc2)S(=O)(=O)c2ccccc2[N+](=O)[O-])c(OC)c1 | 4.2 | 37 | 2% | 8% | i | -4 | -13% | 0.2% | . | 6 | 6 | 2.0%
Cc1cc(C)cc(N(CC(=O)NC2CCCC2)C(=O)CCC(=O)Nc2nccs2)c1 | 0.6 | 48 | 7% | 1% | . | . | 3% | 0.0% | 2% | . | . | 3.8%
CCCCNC(=O)C12CCC(C)(C(=O)C1Br)C2(C)C (centres undefined) | 1.5 | 66 | -2% | 11% | i | -2 | 39% | 3.9% | -11% | 8 | -21 | 2.0%
CC(=O)Nc1cccc(C(=O)OCc2ccc(C(=O)Oc3ccc(Cl)cc3)cc2)c1 | 12 | 68 | -11% | 10% | i | 11 | -12% | -0.2% | -3% | 2 | 0 | -0.1%
Cc1cc2cc(CNC(=O)c3ccc(S(=O)(=O)N4CCCC4)cc3)ccc2n1C | 0.6 | 31 | 4% | 0% | i | 4 | 32% | 1.0% | 23% | -6 | -17 | 1.1%
CCCc1c(C)nn(C(=O)/C(C#N)=N/Nc2ccccc2[N+](=O)[O-])c1C | 0.7 | 31 | 4% | -6% | i | 5 | 2% | -0.3% | -3% | -1 | 26 | 2.4%
CC(=O)c1ccc(NC(=O)CN2C(=O)NC(C)(c3ccc4c(c3)OCCO4)C2=O)cc1 (centres undefined) | -0.9 | 72 | . | . | . | . | . | 0.1%[50 µM] | -6% | . | . | 1.3%
COc1cc(OC)c(C(=O)Nc2ccc(N(C)C)cc2)cc1OC | 1.0 | 72 | 4% | 5% | i | -13 | 8% | 0.6% | 13% | 13 | 7 | 1.8%
Cc1ccc(C(=O)Nc2cccc(C(=O)NC3CCCC3)c2)cc1 | 1.1 | 58 | -9% | -17% | . | . | -3% | -0.8%[50 µM] | -2% | . | . | 1.9%
Cc1ccc(NC(=S)N2CCC(N(C)CC3CCCO3)CC2)cc1 (centres undefined) | -0.9 | 58 | -8% | -3% | i | 25 | -28% | 0.3% | -14% | -8 | 6 | -0.8%
CN(C)C(CNC(=O)C1CCCN(C(=O)c2ccc(Cl)cc2)C1)c1ccco1 (centres undefined) | -1.4 | 57 | 1% | 2% | i | 8 | 0% | 3.4% | 5% | -2 | -3 | -0.1%
O=C1c2cccnc2C(Nc2ccc(S(=O)(=O)N3CCCCCC3)cc2)N1Cc1ccccc1 (centres undefined) | 2.6 | 58 | 7% | 12% | i | 25 | 0% | -0.4% | 0% | 17 | 24 | 12%
O=C(CSc1nc2c(cnn2-c2ccc(F)cc2)c(=O)[nH]1)N1CCOCC1 | -0.5 | 85 | 0% | -1% | i | 10 | 4% | 0.5% | -4% | 4 | -1 | 3.9%
C[N+]1(CC(=O)OC2CCCCCCCCCCC2)CCCC1 | 0.4 | 49 | -2% | 5% | i | 15 | -12% | 1.8% | -9% | 32 | 40 | 1.7%
Cc1ccc(C(=O)C2CCN(S(=O)(=O)c3c(C)noc3C)CC2)cc1 | 1.0 | 45 | -5% | 16% | . | . | -8% | . | . | . | . | 4.1%
Cc1ccccc1NC(=O)CSCC(=O)Nc1ccccc1C | 3.8 | 84 | -8% | 9% | i | 17 | -19% | 0.4% | -4% | -5 | 8 | -0.1% | Dengue-2 NS5 capping pilot replicate=2.7
COc1cccc(C2NC(=O)c3ccccc3O2)c1OC (centres undefined) | -3.9 | 94 | -7% | 13% | i | 5 | 4% | 0.2% | -2% | -4 | -8 | 1.0% | Dengue-2 NS5 capping pilot replicate=-3.2
C=CCNS(=O)(=O)c1ccc(OCC(=O)OCC)cc1 | -0.5 | 41 | -2% | 7% | i | 11 | 5% | 0.4%[50 µM] | -2% | 7 | 19 | -0.4%
COc1ccc2[nH]c(C(=O)O)c(NS(=O)(=O)c3ccc(F)cc3)c2c1 | -0.9 | 50 | -8% | -1% | . | . | 1% | 0.0% | -3% | . | . | 0.2%
COc1cccc(C2Nc3ccccc3C(=O)N2O)c1O (centres undefined) | -0.2 | 43 | -3% | -3% | i | 16 | 12% | 0.0% | 10% | -4 | 1 | 0.7%
Cc1cc(/C=N/NC(=O)CC2(C)OCCO2)c(C)n1-c1cc(Cl)cc(Cl)c1 | -0.7 | 42 | 1% | 8% | i | -7 | -6% | 0.0% | -10% | -5 | -13 | 0.7%
COC(CNC(=O)c1ccc2c(c1)ncn2-c1cccc(F)c1)OC | -1.0 | 82 | -6% | 4% | i | 1 | 20% | -0.1% | -5% | -3 | 5 | 3.9%
Cc1ccc(C2=CSC3=NS(=O)(=O)CCN23)cc1C | 0.4 | 97 | -3% | 20% | i | 1 | 2% | -1.0% | -10% | 9 | -3 | 0.7%
O=C(C/C=N\OCc1ccc([N+](=O)[O-])cc1)Nc1ccc(F)cc1F | 0.3 | 44 | -4% | -14% | i | 26 | -8% | -0.6% | -5% | 11 | 13 | 2.5%
CCC(=O)N1CCN(c2ccc(Cl)cc2NC(=O)c2cccc([N+](=O)[O-])c2)CC1 | 4.3 | 78 | -3% | 17% | i | 23 | -12% | 0.0% | 2% | 5 | 0 | 0.4%

Quoted at random: 4 compounds from above.
SMILES | NTR1 agonist | NTR1 agonist cell count 20 µM | LYP inhibition | GPR35 arrestin U2OS | Autophagy mod | Autophagy mod cell loss 18 h | AID2073 | UTI89 phage lysis | Dengue-2 NS5 capping | WT yeast gro inh | WT yeast gro inh mutant strain | RSV antiviral HEp-2 | others
Cc1ccc(C2=CSC3=NS(=O)(=O)CCN23)cc1C | 0.4 | 97 | -3% | 20% | i | 1 | 2% | -1.0% | -10% | 9 | -3 | 0.7%
Cc1ccccc1NC(=O)CSCC(=O)Nc1ccccc1C | 3.8 | 84 | -8% | 9% | i | 17 | -19% | 0.4% | -4% | -5 | 8 | -0.1% | Dengue-2 NS5 capping pilot replicate=2.7
COc1ccc2[nH]c(C(=O)O)c(NS(=O)(=O)c3ccc(F)cc3)c2c1 | -0.9 | 50 | -8% | -1% | . | . | 1% | 0.0% | -3% | . | . | 0.2%
COc1cccc(C2Nc3ccccc3C(=O)N2O)c1O (centres undefined) | -0.2 | 43 | -3% | -3% | i | 16 | 12% | 0.0% | 10% | -4 | 1 | 0.7%
